Bioassay records deposited in PubChem BioAssay by National Center for Advancing Translational Sciences (NCATS).
GLP1R inv ag – qHTS of GLP-1 Receptor Inverse Agonists (Inhibition Mode); Glucagon-like peptide 1 receptor (Homo sapiens), P43220; HEK293 GLP-1R CRE-luciferase, luminescence, 24 h; GLP-1R form is constitutively active; Potency, µM (top dose mostly 38.3 µM), for the others: at the highest dose activity change, negative = inhibition, hits mostly inhibitors; 410,000 compounds, 1.6% hits; AID 624417, 2012; also: potency is read from the fitted curve at half-maximal effect; % is scaled to controls: 0 for no effect and ±100 for the full control effect; nearly all actives have a fitted effect of over 55% in size
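HEK293 cells stably co-expressing a cAMP-responsive luciferase reporter and constitutively active GLP-1R were seeded, incubated 12 h, then exposed to compounds for 24 h at 37 C. Luminescence was read 12 min after detection reagent; inverse agonists lower signal.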
EPAC1 antag – qHTS for Antagonist of cAMP-regulated guanine nucleotide exchange factor 3 (EPAC1): primary screen; Rap guanine nucleotide exchange factor 3 (Homo sapiens), O95398; EPAC1 GEF assay, Rap1b-BODIPY-GDP exchange fluorescence; Potency, µM (top dose mostly 115 µM), for the others: top-dose activity change, negative = inhibition, hits mostly inhibitors; 360,000 compounds, 0.14% hits; AID 720709, 2013;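 also: potency is read from the fitted curve at half-maximal effect; plate controls were vehicle for no effect and positive control for full effect; nearly all actives have a fitted effect of over 50% in size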
PI5P4Ka inh – qHTS for Inhibitors of phosphatidylinositol 5-phosphate 4-kinase (PI5P4K). Phosphatidylinositol 5-phosphate 4-kinase type-2 alpha (Homo sapiens), P48426. PI5P4Kalpha enzyme, ADP-Glo luminescence, 60 min; stronger effect = lower value. max response, %. 330,000 compounds, 1.2% hits; active = max response of -50% or lower; inconclusive = between -30% and -50%; inactive = -30% or higher; also: value at the top dose of about 77 µM; % is scaled to controls: 0 for no effect and ±100 for the full control effect
Target sequence (P48426 whole entry, looked up): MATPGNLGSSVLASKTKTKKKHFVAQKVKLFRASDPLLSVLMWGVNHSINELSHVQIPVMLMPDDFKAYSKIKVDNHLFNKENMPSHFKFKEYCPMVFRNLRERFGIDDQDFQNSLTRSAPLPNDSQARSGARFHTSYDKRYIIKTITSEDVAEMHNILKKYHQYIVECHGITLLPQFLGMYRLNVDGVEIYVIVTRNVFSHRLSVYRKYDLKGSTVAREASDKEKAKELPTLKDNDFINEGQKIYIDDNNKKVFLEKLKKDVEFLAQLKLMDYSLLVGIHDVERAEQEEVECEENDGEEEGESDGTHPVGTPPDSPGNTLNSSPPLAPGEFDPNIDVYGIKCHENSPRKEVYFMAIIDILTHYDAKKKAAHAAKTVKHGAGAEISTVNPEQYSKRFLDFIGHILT
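Reactions run in 0.038 M HEPES pH 7.4, 0.28 mM EGTA, 0.1% CHAPS and 5% DMSO, with PI5P4Kalpha, substrate, compound and 5 microM ATP final, one hour at room temperature. Readout is ADP-Glo luminescence.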
GLP-1R agonist – qHTS of GLP-1 Receptor Agonists | 380,000 compounds, 0.007% hits | AID 624172, 2012 | Potency, µM (titrated, usually from 45.6 µM), for the others: top-dose activation, actives largely listed as activators | Glucagon-like peptide 1 receptor (Homo sapiens), P43220 | HEK293 GLP-1R CRE-luciferase, luminescence, 4-6 h; cells express a hypersensitive GLP-1R form; also: potency is read from the fitted curve at half-maximal effect; % of control where 0% means no effect
IL2 activator – qHTS of IL-2 Activators; 360,000 compounds, 0.065% hits; activation, % (series mostly up to about 46 µM); IL-2 activation reporter assay, cell-based qHTS; stimulated with anti-CD3/CD4/CD28 beads; in transgenic mouse T cells; AID 652025, 2013; in the data active = activation above about 50%; inconclusive = mostly about 30% to 49%; also: 0% is about no effect
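Readout is EGFP and DsRed signal by fluorescent plate cytometry after 18 h at 37 degrees C. Transgenic mouse T cells (750/well) received compound for 60 min before bead stimulation (anti-CD3, anti-CD4, anti-CD28); memory T cells served as non-tolerant control.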
HEK293 tox – qHTS of GLP-1 Receptor Inverse Agonists: Cytotox Screen; HEK293 cAMP-luciferase reporter cells, luminescence, 24 h; Potency, µM (top dose mostly 38.3 µM), without a hit: at the top dose activity change, negative = inhibition, usual class: inhibitors; 410,000 compounds, 0.13% hits; AID 624418, 2012;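 also: loss of luciferase light is scored as toxicity; potency is read from the fitted curve at half-maximal effect; % is scaled to controls: 0 for no effect and ±100 for the full control effect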
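Cells in DMEM/10% Nu serum/1% pen-strep, 1536-well format. Pre-incubated 12 h, dosed with 23 nL compound, incubated a further 24 h. Luciferase detection, 12 min at room temp, luminescence.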
PTHR1 agonist – qHTS for PTHR1 Agonists: Primary Screen. AID 743266, 2014. 410,000 compounds, 0.075% hits. HEK293 GP2 PTHR1 cells, GloSensor cAMP luminescence, 1 h. Potency, µM (highest dose often 115 µM), for inactives: top-dose activation, actives largely listed as activators; also: potency is read from the fitted curve at half-maximal effect; nearly all actives have a fitted effect of over 55% in size; some results filed as inactive show a strong effect at the top dose; inactives centre near -15; many of its hits are not listed in these tables
Target sequence (Q03431 whole entry, looked up): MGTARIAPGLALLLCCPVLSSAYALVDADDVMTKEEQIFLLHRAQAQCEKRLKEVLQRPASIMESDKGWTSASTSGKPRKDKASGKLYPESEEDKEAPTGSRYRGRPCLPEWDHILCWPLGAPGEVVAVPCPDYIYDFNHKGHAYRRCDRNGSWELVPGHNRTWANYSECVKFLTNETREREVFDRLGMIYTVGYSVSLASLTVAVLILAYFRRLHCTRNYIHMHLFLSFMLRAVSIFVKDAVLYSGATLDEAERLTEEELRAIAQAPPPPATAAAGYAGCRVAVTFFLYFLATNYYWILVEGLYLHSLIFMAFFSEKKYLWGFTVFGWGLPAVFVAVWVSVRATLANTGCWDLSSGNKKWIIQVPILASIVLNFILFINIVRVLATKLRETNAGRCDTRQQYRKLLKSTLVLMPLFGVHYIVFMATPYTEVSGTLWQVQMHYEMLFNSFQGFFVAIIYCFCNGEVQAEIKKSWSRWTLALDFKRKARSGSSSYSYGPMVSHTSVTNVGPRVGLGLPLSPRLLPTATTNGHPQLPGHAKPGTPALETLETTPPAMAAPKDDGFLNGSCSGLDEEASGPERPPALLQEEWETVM
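HEK-293-derived GP2 cells expressing PTHR1 and a GloSensor cAMP reporter, 3,000/well, plated overnight, given luciferin plus IBMX (each 0.5 mM as added) for 1 h at 37 °C, then compound for 1 h at 37 °C. Luminescence was read after 15 min at room temperature.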
EPAC1 agonist – qHTS for Agonist of cAMP-regulated guanine nucleotide exchange factor 3 (EPAC1): primary screen | EPAC1 agonist qHTS, biochemical assay; response scale: 100% = response to 6.5 mM cAMP | Potency, µM (highest dose often 154 µM), for the others: top-dose activation, actives largely listed as activators | 360,000 compounds, 0.073% hits; also: potency is read from the fitted curve at half-maximal effect; nearly all actives have a fitted effect of over 60% in size
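EPAC1 100 nM, Rap1B–BODIPY-GDP 250 nM, unlabeled GDP 50 uM; compound titration; 5 min RT; kinetic read ex480/em540 at 5-min intervals ×30 min; data normalized to 6.5 mM cAMP agonist control.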
PLK1 PBD inh – qHTS for Inhibitors of PLK1-PDB (polo-like kinase 1 - polo-box domain): Primary Screen; Serine/threonine-protein kinase PLK1 (Homo sapiens), P53350; Plk1 PBD binding of FITC phosphopeptide, fluorescence polarization; Potency, µM, inactives show max response, negative = inhibition, hits mostly inhibitors; 360,000 compounds, 2.8% hits; AID 720504, 2013; also: potency is read from the fitted curve at half-maximal effect; series mostly up to about 57 µM; % is scaled to controls: 0 for no effect and ±100 for the full control effect; nearly all actives have a fitted effect of over 65% in size
* = called active by the depositor; i = inactive; ? = inconclusive; nt = not tested or not shown; & = joins results of further samples; [ ] = remark or other dose. Unless noted, calls follow the shape of the dose curve; as a rule, active = well fitted curve in the direction sought with a large enough effect; inconclusive = small, poorly fitted or top-dose-only effect, or another doubt; inactive = no such curve, though single readings can be large; an effect the other way counts as inactive or inconclusive. An excerpt; the hit share may differ from the screen's.

Compound	GLP1R inv ag	EPAC1 antag	PI5P4Ka inh	GLP-1R agonist	IL2 activator	HEK293 tox	PTHR1 agonist	EPAC1 agonist	PLK1 PBD inh
COc1ccccc1NC(=O)CCC(=O)N1CC(C)Oc2ccc(C)cc21 (stereo not drawn)	?	-23%	-4	9%	-1.2	-8%&-2%	-13%&-6%	-10%	-10%
Cc1cc(C)c(NC(=O)COc2cccnc2[N+](=O)[O-])c(C)c1	?	17%	-1	11%	-0.4	6%	-3%	1%	-5%
O=c1c2ccccc2nc2n1C(CSc1ccccc1)CS2 (stereo not drawn)	5%	12%	3	3%	-2.2	-5%	i	9%	2%
CCOC(=O)CSc1nc(-c2ccc3c(c2)OCO3)ccc1C#N	10%	-5%	0	1%	-0.6	0%	-3%	-4%	-14%
COc1nc(NC23CC4CC(CC(C4)C2)C3)nc(OC)n1	?	-10%	4	19%	-0.4	11%	i	-3%	-3%
CN(CC(=O)O)Cc1oc(CO)cc(=O)c1O	2%	0%	6	-9%	0.0	1%	i	3%	-2%
CCC(C(=O)NC(C)(C)C)N(C(=O)Cn1nnc(-c2ccccc2F)n1)c1cccc2c1CCCC2 (stereo not drawn)	0%	-3%	nt	-11%	-0.1	0%	i	6%	-7%
N=c1c(C(=O)NCC2CCCO2)cc2c(=O)n3ccccc3nc2n1Cc1ccc(F)cc1 (stereo not drawn)	73%[activator]	-3%	1	0%	-1.3	nt	i	7%	-11%
CCOC(=O)CSc1nnc(CNC(=O)c2cccs2)n1-c1ccccc1	9%	-9%	-2	-2%	0.2	0%	i	5%	-2%
COc1cccc(CC(=O)OCC(=O)c2cc(OC)c(OC)c(OC)c2)c1	9%	-10%	10	14%	-1.3	-1%	i	0%	0%
CC1=Nc2ccccc2N=C(NC(=O)/C=C/C(=O)O)C1c1ccccc1 (stereo not drawn)	0%	-7%	-2	13%	-0.5	-3%	-7%	7%	-4%
Cc1sc2ncn(Cc3ccccc3F)c(=O)c2c1C	?	-14%	1	17%	-0.5	-6%	-9%	-8%	-2%
Cc1cc(Br)ccc1NC(=O)C1CCCN(S(=O)(=O)c2cccc3nonc23)C1 (stereo not drawn)	-3%	nt	nt	-1%	nt	14%	-30%	nt	nt
CC/C(O)=C1\C(=O)CC(C)(C)CC1=NCCc1nc2ccccc2[nH]1	-5%	-8%	-9	-4%	-3.7	0%	-17%	-4%	-20%
CC(=O)N1CCN(S(=O)(=O)c2cccc(C(=O)OCC(=O)N3CC(=O)Nc4ccccc43)c2)CC1	12%	15%	-5	7%	-1.0	12%	i	-1%	-30%
COc1ccc(NC(=O)Nc2ccc(F)cc2F)c(C)c1	-26%	5%	nt	-5%	0.3	-10%	i	3%	-1%
COc1ccc(C(=O)NC(=S)Nc2ccc(Cc3ccncc3)cc2)cc1	10%	-5%	7	10%	-0.4	?	-42%[inhibitor]	-8%	?
CN(CC(=O)Nc1ccc(F)cc1)C(=O)c1ccccc1Sc1ccccc1C#N	?	3%	0	0%	-5.5	-12%	-33%[inhibitor]	0%	-2%
COc1ccccc1CNC(=O)C(C)NS(=O)(=O)c1ccc(Br)cc1 (stereo not drawn)	-22%	3%	0	2%	0.9	-9%	-9%	3%	-4%
O=C(Nc1cccc(C(F)(F)F)c1)c1ccc2sc([C@H]3C[C@H](O)[C@@H](CO)O3)nc2c1	?	-15%	7	5%	-0.4	-13%	-48%[inhibitor]	-8%	-9%
N/C(=N/S(=O)(=O)c1ccccc1)c1cccc([N+](=O)[O-])c1	6%	-29%	-13	8%	0.4	-4%	-29%	-2%	-9%
CCN(c1ccccc1)S(=O)(=O)c1ccc(OC)c(NC(=O)CNCCc2ccccc2)c1	?	?	-4	18%	-3.2	-29%	-31%[inhibitor]	24%	-15%
O=c1c2oc3ccccc3c2ncn1Cc1ccccc1Cl	0%	-1%	1	2%	-2.0	2%	-28%	13%	0%
O=C(CSc1nccn1-c1ccccc1)NCc1ccc2c(c1)OCO2	-29%	-4%	5	8%	0.3	20%	i	0%	-13%
CC1(C)CC(N(Cc2ccccc2)C(=O)Cc2ccccc2)CCO1 (stereo not drawn)	-21%	-13%	2	0%	0.6	11%	-4%	-4%	3%
CCN(Cc1ccncc1)C(=O)CCc1ccccc1	13%	-3%	1	3%	-0.4	6%	i	-1%	-3%
CCC(c1nnnn1Cc1ccc(OC)cc1)N1CCN(c2ccc(OC)cc2)CC1 (stereo not drawn)	-11%[7.66 µM]	-1%	0	9%	1.2	0%[7.66 µM]	-33%[inhibitor]	10%	-3%
N#Cc1c(-c2ccccc2)nc(SCC(=O)N(c2ccccc2)c2ccccc2)[nH]c1=O	-19%	-6%	?	2%	0.5	-5%	-2%	-10%	?
CCCCCc1c(C)nc(Nc2ccccc2)[nH]c1=O	?	-14%	0	-2%	3.4	?	-10%[57.5 µM]	-21%	-3%
O=S(=O)(Nc1ccc(N2CCCCC2)cc1)c1ccc(F)cc1	?	-29%	-4	17%	-0.1	-1%	-9%	1%	-2%
CCCCOC(=O)C1Cc2ccccc2C(=O)O1 (stereo not drawn)	1%	0%	5	-8%	-2.5	10%	-41%[inhibitor]	1%	-7%
COc1ccc(Br)cc1/C=N/n1c(-c2ccccc2)n[nH]c1=S	18%	4%	-9	3%	0.2	17%	-8%	20%	-11%
CCOC(=O)Cc1c(C)nc2cc(-c3ccc(C)cc3)[nH]n2c1=O	-12%	-11%	?	-7%	2.2	-17%	i	2%	?
COc1ccc(/C=N/NC(=O)c2ccc(CSc3nc(C)cc(C)n3)cc2)c(OC)c1OC	4%	5%	2	14%	-0.3	-25%	i	-3%	1%
CC(=O)N/C(=C\c1ccccc1)C(=O)OCc1cc(C)ccc1C	7%	-7%	0	1%	-0.3	11%	-4%	0%	-2%
Cc1cc2nc(-c3ccc(OCc4ccccc4F)cc3)cc(C(F)(F)F)n2n1	20%	nt	nt	2%	nt	3%	i	nt	nt
COc1ccc(C(=O)C[C@@H]2OC[C@H](C)N2S(=O)(=O)c2ccc(C)cc2)cc1OC	9%	1%	2	nt	-0.2	-2%	-40%[inhibitor]	15%	-10%
COC(=O)C1=C[C@@H](C(=O)OC)[C@@H]2C3=C(C(=O)C2(C)C)[C@H](C)n2c(=O)n(-c4ccccc4)c(=O)n2[C@@H]3C1	3%	-27%	7	9%	-0.1	-2%	i	-79%[inhibitor]	-13%
COc1ccccc1N1CCN(C(=O)c2ccc3c(=O)n(Cc4ccc5c(c4)OCO5)c(=O)[nH]c3c2)CC1	?	0%	0	-4%	4.5	-9%	-9%	1%	-16%
CCCCNC(=O)C1(C)CCCCN1C(=O)c1cc2ccccc2s1 (stereo not drawn)	-22%	-6%	0	-5%	-0.2	-6%	i	-4%	2%
CCNC(=O)C1(C)CCN(C(=O)c2c(F)cccc2F)C1 (stereo not drawn)	3%	-15%	0	1%	1.6	-1%	-19%	-10%	-1%
Cc1c(C(=O)NCc2ccccn2)oc2ccccc12	-7%	11%	nt	20%	-1.3	-7%	-5%[57.5 µM]	-2%	0%
O=C(Cc1ccc(NC(=O)C2CCN(C(=O)c3ccccc3)CC2)cc1)Nc1ccc(C(=O)N2CCOCC2)cc1	4%	3%	1	3%	0.3	0%	i	-5%	-3%
CC(C)(C)N1OC2CC1c1nc3ccccc3n1C2 (stereo not drawn)	12%	-3%	6	-2%	1.1	?	-24%	2%	-4%
CCN1CCN(c2nc(C)c3c(n2)CCCC3=O)CC1	2%	0%	nt	7%	-1.1	-6%	i	5%	-6%
COc1ccc2[nH]c(O)c(N=NC(=O)c3ccc(NS(=O)(=O)c4cccs4)cc3)c2c1	16%	-16%	-88*	2%	0.7	-29%	-1%	-5%	-6%
Cc1ccsc1/C=N/NC(=O)CN1CCN(S(=O)(=O)c2ccc(Br)cc2)CC1	-25%	-5%	-6	19%	-0.2	-2%	-18%	1%	7%
O=C(CCCN1C(=O)c2cccc3cccc(c23)C1=O)NCc1cccs1	4%	-5%	-3	0%	-0.3	0%	-9%	6%	-3%
O=Cc1ccc(C(=O)OCC(=O)NCCC2=CCCCC2)cc1	8%	2%	-22	-9%	-1.3	-1%	-36%	6%	-15%
O=C(NCCCN=C1NS(=O)(=O)c2ccccc21)c1ccncc1	9%	6%	nt	-6%	1.0	-1%	i	6%	-14%
Cc1ccc(-c2[nH]ncc2C(=O)c2cccc(F)c2)c(O)c1	?	8%	12	9%	-3.7	-6%	-23%	3%	3%

Quoted from the listing.
For PI5P4Ka inh, O=c1c2ccccc2nc2n1C(CSc1ccccc1)CS2 (stereo not drawn) has 3
For HEK293 tox, Cc1ccc(-c2[nH]ncc2C(=O)c2cccc(F)c2)c(O)c1 has -6%
